TMEM16A inh: mouse TMEM16A channel inhibition, primary screen; AID 588511; Q8BHY3; 310,000 compounds, 1.2% hits; HEK293 TMEM16A/YFP iodide influx fluorescence, ionomycin; normalized B-score (activity score, 25-100; higher = stronger inhibition) at 10 µM;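 active means ratio plate-corrected score three or more library SD toward inhibition, starting fluorescence score within five deviations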;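 further: score derived from kinetic fluorescence span divided by baseline fluorescence per well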
SKKanGAS inh: SKKanGAS growth inhibition | AID 1662 | inhibition, % at 7.5 µM | 300,000 compounds, 1.3% hits | S. pyogenes SKKanGAS, kanamycin growth, BacTiter-Glo, 6 h;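 active means mean replicate score, as percent of positive control median, at least 50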;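 further: strain carries kanamycin resistance gene driven by streptokinase promoter and grows in 40 µg/ml kanamycin; loss of luminescence reflects streptokinase promoter inhibition or plain growth inhibition; 0% = median of DMSO wells and 100% = positive control at its reference dose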
RGS4 pot: potentiators or activators of RGS4; HEK293 M3R/inducible RGS4, carbachol calcium flux Fluo4; active compounds read low; B-score at 10 µM; 310,000 compounds, 0.92% hits; AID 463111;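 active means B-score of the integrated calcium signal more than 4 SD below the library mean, with starting fluorescence not abnormally high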;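 further: negative B-score means reduced calcium response which marks RGS4 activation or potentiation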
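Test system: HEK293 cells with stable M3R and inducible RGS4; also added: carbachol at ECmax as muscarinic agonist stimulus; schedule: dye loading 30 min 37 °C, buffer rest 30 min RT; technique: kinetic calcium fluorescence imaging with Fluo4-AM dye, 2 µM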
ANO1 activ: mouse TMEM16A channel activation, primary screen. Q8BHY3. HEK293 TMEM16A/YFP-H148Q/I152L, iodide quench fluorescence; active compounds read low. B-score at 10 µM. 340,000 compounds, 0.3% hits. AID 623877;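 active means fluorescence-ratio B-score plate-corrected deviation score at least 3 library SD below zero, with starting fluorescence score within 5 deviations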;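 further: channel opened by trigger with iodide after compound preincubation; score built on the fluorescence ratio of max minus min over baseline; more negative score means more quench and so TMEM16A activation or potentiation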
KCNQ1 pot: potentiates or activates the human KCNQ1 potassium channel; P51787; AID 2648; B-score at 10 µM; CHO-K1 KCNQ1, thallium flux FluxOR fluorescence; active compounds read high; 310,000 compounds, 0.35% hits;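 active means fluorescence ratio B-score, a plate-corrected score, at least three library SD, with initial intensity B-score within 5 SD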
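Assay system: stable KCNQ1 CHO-K1 line; medium: assay buffer, equal DMSO in all wells; timing: 90 min dye loading and 20 min compound exposure, both at room temperature; technique: kinetic FluxOR thallium fluorescence, 10-s 1-Hz baseline, 110-s post-stimulus read; read-out basis: B score of baseline-normalized fluorescence ratio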
KCNK3 inh: human KCNK3 channel inhibition, primary screen; 340,000 compounds, 0.84% hits; AID 602410; B-score at 10 µM; CHO-KCNK3 thallium flux, FluxOR fluorescence; active compounds read low; O14649;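 active means B-score under library mean minus 4 SD, starting fluorescence ratio at most library mean plus 5 SD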;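 further: more negative B-score means stronger inhibition of thallium flux through KCNK3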
HDAC3 inhib: blocks human histone deacetylase 3; recombinant HDAC3, fluorogenic peptide/trypsin coupled, fluorescence; inhibition, % at 8.3 µM; 320,000 compounds, 0.15% hits; AID 2718; in the data active means inhibition above about 26%, passing the limit was not always enough
RGS4 inh: human RGS4 inhibition. B-score at 10 µM. HEK293 M3R/RGS4 inducible, Fluo-4 calcium flux; active compounds read high; triggered by carbachol at its EC20. 310,000 compounds, 0.45% hits;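 active means B-score, a plate-corrected calcium signal, over three deviations above library mean, with baseline fluorescence within five deviations of library mean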;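 further: RGS4 expression induced by doxycycline in cells with stable M3 receptor; B-score is computed from the integrated fluorescence ratio over baseline after carbachol; higher B-score means a larger calcium signal and so more RGS4 inhibition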
hERG protect: compounds protecting human hERG from proarrhythmic drug block. Q12809. CHO-hERG, FluxOR thallium flux, dofetilide IC70 present. activation (rescue from dofetilide block), less the hit threshold, % at 10 µM. 310,000 compounds, 0.51% hits. AID 1511;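 active means activation above the mean of controls blocked by dofetilide plus 5 SD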;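 further: thallium influx through hERG after potassium depolarization seen as dye fluorescence rise; in these data hits start at about 4.7%; inactives centre near -7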
Target sequence (Q12809 whole entry, looked up): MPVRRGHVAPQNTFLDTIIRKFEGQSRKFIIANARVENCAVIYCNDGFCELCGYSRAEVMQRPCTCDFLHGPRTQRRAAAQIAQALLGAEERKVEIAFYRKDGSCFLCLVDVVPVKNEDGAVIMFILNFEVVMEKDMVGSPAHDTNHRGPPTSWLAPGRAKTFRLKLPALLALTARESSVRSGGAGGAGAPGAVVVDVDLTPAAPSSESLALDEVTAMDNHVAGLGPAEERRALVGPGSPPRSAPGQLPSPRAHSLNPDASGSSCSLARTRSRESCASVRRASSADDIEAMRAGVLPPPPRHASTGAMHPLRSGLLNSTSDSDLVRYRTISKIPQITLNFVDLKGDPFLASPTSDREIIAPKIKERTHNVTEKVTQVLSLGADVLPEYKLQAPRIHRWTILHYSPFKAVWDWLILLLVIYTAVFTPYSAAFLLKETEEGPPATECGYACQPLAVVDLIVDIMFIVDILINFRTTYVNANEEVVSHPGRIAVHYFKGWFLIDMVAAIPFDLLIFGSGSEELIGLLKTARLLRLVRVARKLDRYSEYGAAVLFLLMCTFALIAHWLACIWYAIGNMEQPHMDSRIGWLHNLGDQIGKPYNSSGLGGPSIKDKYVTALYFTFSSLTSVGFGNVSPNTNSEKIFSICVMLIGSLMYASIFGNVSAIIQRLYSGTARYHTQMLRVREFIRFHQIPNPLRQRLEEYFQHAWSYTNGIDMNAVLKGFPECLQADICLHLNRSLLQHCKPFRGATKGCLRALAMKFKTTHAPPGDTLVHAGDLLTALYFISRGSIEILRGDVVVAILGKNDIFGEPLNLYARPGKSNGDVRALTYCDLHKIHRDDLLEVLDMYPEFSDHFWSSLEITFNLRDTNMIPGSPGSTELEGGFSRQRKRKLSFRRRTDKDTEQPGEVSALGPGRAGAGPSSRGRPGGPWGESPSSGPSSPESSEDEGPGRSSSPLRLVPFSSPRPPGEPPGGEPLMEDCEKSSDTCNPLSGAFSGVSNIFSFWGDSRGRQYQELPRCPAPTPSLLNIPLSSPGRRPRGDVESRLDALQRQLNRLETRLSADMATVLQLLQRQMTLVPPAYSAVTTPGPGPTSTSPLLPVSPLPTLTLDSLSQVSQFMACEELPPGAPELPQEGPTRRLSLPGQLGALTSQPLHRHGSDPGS
KCNQ1 block: blocks the human KCNQ1 potassium channel; P51787; CHO-K1 KCNQ1, FluxOR thallium flux fluorescence; active compounds read high; B-score at 10 µM; 310,000 compounds, 1.3% hits; AID 2642;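 active means compounds whose thallium flux B-score, printed positive for inhibition, exceeds three library SD while starting fluorescence stays within three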;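 further: channel opened by potassium depolarization with thallium stimulus after 20 min compound exposure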
KCNK9 block: blocks the human KCNK9 two-pore domain potassium channel; 310,000 compounds, 1.2% hits; B-score at 10 µM; HEK293 KCNK9, FluxOR thallium flux fluorescence; active compounds read low; Q9NPC2;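 active means ratio B-score over 3 SD below the library mean, with starting fluorescence within 5 SD of its mean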;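 further: negative B-score means less thallium flux so channel inhibition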
An asterisk follows results filed as active; i = inactive; . = not tested or not shown.

SMILES	TMEM16A inh	SKKanGAS inh	RGS4 pot	ANO1 activ	KCNQ1 pot	KCNK3 inh	HDAC3 inhib	RGS4 inh	hERG protect	KCNQ1 block	KCNK9 block
Cc1ccc(NC(=O)COC(=O)c2ccccc2-c2nc3ccccc3s2)c(C)c1	i	17	i	i	i	i	-2	i	-3	i	i
Fc1ccc2[nH]c3c(NCc4ccccc4)ncnc3c2c1	100*	14	i	i	i	i	-10	i	-24	7*	i
O=C(Cn1cnc2c(nnn2Cc2ccc(F)cc2)c1=O)Nc1ccccc1	i	-35	i	i	i	i	-5	i	-15	i	i
NNc1nc2c(F)cc(F)cc2s1	i	5	i	i	i	i	2	i	-8	i	i
CC(C)n1nnnc1SCC(=O)Nc1ccccc1F	i	3	i	i	i	i	-7	i	-10	i	i
CCCCCC(=O)Nc1cccc(C2=NOC3(C2)C[C@H](C(N)=O)N(C(=O)[C@H]2CCC(=O)N2)C3)c1 (stereo not given in full)	i	-2	i	i	i	i	-11	i	-2	i	i
O=C(NC(=S)Nc1ccc2oc(=O)ccc2c1)c1cccc(F)c1	i	-1	i	i	i	i	0	i	-3	i	i
CC(C)(O)C#Cc1ccc([C@@H]2C[C@H]3CN(c4ccccc4)C(=O)[C@]34CCCN24)s1	i	2	i	i	i	i	-5	i	-13	i	i
O=C(O)C[C@H]1c2ccc(C(F)(F)F)cc2S(=O)(=O)N1C1CCCCC1	i	2	i	i	i	i	-3	i	-4	i	i
CSc1nnc(-c2ccc(S(=O)(=O)N3CCOCC3)cc2)n1CC1CCCO1 (stereo not given)	i	3	i	i	i	i	-6	i	-9	i	i
CCOC(=O)c1sc(NC(=O)C(C)(C)C)cc1C	i	4	i	i	i	i	1	i	-4	i	i
COc1ccc2[nH]c3c(=O)n(N)c(C)nc3c2c1	i	-10	i	i	i	i	-50	i	-3	i	i
CN(C)C(/C=C/Nc1cccc(Br)c1)=C(C#N)C#N	i	-4	i	i	i	i	3	i	-8	i	i
COc1cc(-c2nnc(SCC(=O)N3CCCC3)o2)cc(OC)c1OC	i	-2	i	i	i	i	8	i	-7	i	i
CC(C)(C)C(=O)NCCCc1ccccc1	i	1	i	i	i	i	-7	i	-4	i	i
CCOC(=O)c1c(C)n(C)c2ccc(OCC(O)CNC(CC)CO)cc12 (stereo not given)	i	-1	i	i	i	i	8	i	1	i	i
CC(C)c1ccc(OCC(=O)Nc2cccc(C(=O)Nc3ccccc3C(=O)O)c2)cc1	i	34	i	i	i	i	5	i	-21	i	i
Cc1ccc(NC(=O)c2ccc3c(c2)OCCO3)cc1S(=O)(=O)Nc1cccc(Cl)c1	100*	43	i	i	i	i	-3	i	-9	6*	i
O=C(NNC(=O)c1sc2cccc(Cl)c2c1Cl)NC1CCCCC1	i	-12	i	i	i	i	-4	i	-11	i	i
Cn1c(=O)c2c(nc(NC(Cc3ccccc3)C(=O)O)n2Cc2ccccc2)n(C)c1=O (stereo not given)	i	19	i	i	i	i	2	i	-12	i	i
COc1ccccc1N1CCN(S(=O)(=O)c2ccc3c(c2)oc(=O)n3C)CC1	i	-16	i	i	i	i	4	i	-11	i	i
COc1ccc(OC)c(N(CC(=O)N2CCC(C)CC2)S(=O)(=O)c2ccc(OC)c(OC)c2)c1	i	-2	i	i	i	i	-2	i	-13	i	i
CN1CCN(C(=O)C2=C[C@H](c3ccc(C(F)(F)F)cc3)C[C@H](OCc3ccc(CO)cc3)O2)CC1	i	-1	i	i	i	i	4	i	-8	i	i
Cc1cccc2nc(-c3ccccc3)nc(N[C@@H](CO)c3ccccc3)c12	i	-14	i	i	i	i	-5	i	-12	i	-8.3*
O=C(Nc1ccccc1F)c1ccc2ncsc2c1	i	-2	i	i	i	i	-4	i	-2	i	i

Next section:
SMILES	TMEM16A inh	SKKanGAS inh	RGS4 pot	ANO1 activ	KCNQ1 pot	KCNK3 inh	HDAC3 inhib	RGS4 inh	hERG protect	KCNQ1 block	KCNK9 block
CSc1nnc(-c2ccco2)c(-c2ccco2)n1	i	2	i	i	i	i	0	i	-1	i	i
CCOC(=O)/C=c1\s/c(=C\c2ccc(C#N)cc2)c(=O)n1CC(=O)NCc1ccco1	i	2	i	i	i	i	0	i	-4	i	i
COc1c2c(c(C)c3c1C(=O)OC3)O[C@@]1(C)CC[C@@]3(O)C(C)(C)OC(=O)CC[C@]3(C)[C@H]1C2	i	8	i	i	i	i	2	i	-4	i	i
Cn1c(SCC(=O)N2CCCC2=O)nc2ccccc21	i	6	i	i	i	i	-1	i	-2	i	i
CCNc1ccc(C(=O)OCC(=O)NC(C)c2ccccc2)cc1[N+](=O)[O-] (stereo not given)	i	-3	i	i	i	i	2	i	-7	i	i
Cc1ccccc1N(Cc1nnc2n1CCCCC2)C(=O)Nc1ccccc1	i	-6	i	i	i	i	-8	i	-6	i	i
Cc1ccc(-c2cc3nc4c(c(=O)n3[nH]2)CCCC4)cc1	i	6	i	i	i	i	-1	i	-3	i	i
COCCN(C(=O)CC1C(=O)NCCN1CC(c1ccccc1)c1ccccc1)C(C)C (stereo not given)	i	-8	i	i	i	i	.	i	-11	i	i
CSCCOC(=O)COc1ccc(/C=N/NC(=O)c2c(Cl)cnn2C)cc1	i	0	i	i	i	i	9	i	-10	i	i
CC1(C)Cc2c(c(N3CCOCC3)nc3sc(C#N)c(N)c23)CS1	i	16	i	i	i	i	1	i	-4	i	i
CC#CC(=O)N1CCC(CO)(CCc2ccccc2)CC1	i	-8	i	i	i	i	-3	i	-15	i	i
CC1(C)CC(=O)c2sc(NS(=O)(=O)c3ccc(Cl)cc3)nc2C1	i	4	i	i	i	i	-1	i	-3	i	i
O=C(CSc1nnc(NC(=O)C2CCC2)s1)Nc1ccccc1F	i	3	i	i	i	i	-2	i	-4	i	i
COc1ccc(NC(=O)N2CCNC(=O)C2CC(=O)Nc2ccc(F)cc2)cc1 (stereo not given)	i	-15	i	i	i	i	2	i	-10	i	i
Cn1c(=O)c2[nH]c(C3CCCC3)nc2n(C)c1=O	i	0	i	i	i	i	-12	i	-8	i	i
COc1ccc2c(c1OC)C(=O)N1c3ccccc3C(=O)N(c3ccccc3)C21 (stereo not given)	i	-13	i	i	i	i	7	i	-14	i	i
CC(C(=O)Nc1cccnc1)c1ccc([N+](=O)[O-])cc1 (stereo not given)	i	4	i	i	i	i	11	i	-13	i	i
CC1(C)CC(=O)c2c(S(C)(=O)=O)sc(Br)c2C1	i	-3	i	i	i	i	1	i	-6	i	i
CCOC(=O)/C=C/C(=O)OCC(=O)Nc1c(Cl)cccc1Cl	i	-2	i	i	i	i	5	i	-7	i	i
CCOc1ccccc1Nc1cc(C)nc2ccc(C)cc12	i	10	i	i	i	i	5	i	-11	i	i
O=C(CC(c1ccccc1)c1ccccc1O)NCc1ccccc1Cl (stereo not given)	i	22	i	i	i	i	-1	i	-10	i	-7.5*
COc1ccc(N=Nc2c(N)n[nH]c2N)cc1	i	-13	i	i	i	i	0	i	-10	i	i
Nc1nc(=S)n(-c2ccccc2)[nH]1	i	3	i	i	i	i	3	i	-10	i	i
CCOC(=O)N1CCN(C(=O)CN(c2ccc(C)c(C)c2)S(=O)(=O)c2ccccc2)CC1	i	2	i	i	i	i	4	i	-9	i	i
COc1ccc(C(=O)NN=C2CCCC2)c(OC)c1	i	6	i	i	i	i	6	i	-4	i	i

Overlap with the part before: 3 entries; new compounds follow.
SMILES	TMEM16A inh	SKKanGAS inh	RGS4 pot	ANO1 activ	KCNQ1 pot	KCNK3 inh	HDAC3 inhib	RGS4 inh	hERG protect	KCNQ1 block	KCNK9 block
Nc1nc(=S)n(-c2ccccc2)[nH]1	i	3	i	i	i	i	3	i	-10	i	i
CCOC(=O)N1CCN(C(=O)CN(c2ccc(C)c(C)c2)S(=O)(=O)c2ccccc2)CC1	i	2	i	i	i	i	4	i	-9	i	i
COc1ccc(C(=O)NN=C2CCCC2)c(OC)c1	i	6	i	i	i	i	6	i	-4	i	i
CCC(C)NC(=O)c1ccccc1NS(=O)(=O)c1ccc(OC)c(OC)c1 (stereo not given)	i	-7	i	i	i	i	-5	i	-4	i	i
CCc1ccccc1N1C(=O)CN(Cc2cc(OC)c(OC)c(OC)c2)C1=S	i	-6	i	i	i	i	2	i	-4	i	i
Cc1cc(NC(C)c2ccccc2)n2ncc(-c3ccccc3)c2n1 (stereo not given)	100*	15	-7*	i	i	i	-3	i	-8	i	i
CC(C)(CO)Nc1ncnc2onc(-c3ccc(F)cc3)c12	i	2	i	i	i	i	0	i	-6	i	i
COC(=O)c1cnc(SCC(=O)c2ccccc2)n1C	i	-3	i	i	i	i	8	i	-9	i	i
O=C(CNCC1CCCO1)NCc1ccco1 (stereo not given)	i	4	i	i	i	i	4	i	-9	i	i
C=C1CCN(c2ccc(C(=O)NCCC)cc2[N+](=O)[O-])CC1	i	3	i	-6.4*	i	i	2	i	-9	i	i
O=C(Nc1ccc2c(c1)C(=O)N(c1ccccc1)C2=O)C1CCCO1 (stereo not given)	i	6	i	i	i	i	5	i	-15	i	i
Cc1oc2c(CN3CCCCC3)c(O)ccc2c(=O)c1-c1ccc(Br)cc1	i	10	i	i	i	i	-38	i	-4	i	i
O=C(CN1C(=O)C2C3C=CC(C3)C2C1=O)Nc1ccc(C(=O)O)cc1 (stereo not given)	i	-8	i	i	i	i	-2	i	-4	i	i
CN1CCC(=O)N([C@H](CN=[N+]=[N-])c2ccccc2)CC1	i	4	i	i	i	i	-3	i	-7	i	i
Cc1onc(-c2c(F)cccc2Cl)c1C(=O)NC(=S)Nc1c(C)n(C)n(-c2ccccc2)c1=O	i	-5	-9.9*	i	i	i	2	i	-9	i	i
Cc1nnc(NC(=O)CSc2ncnc3c2cnn3-c2ccccc2C)s1	i	5	i	i	i	i	-2	i	-1	i	i
Cc1cc(=O)oc2cc(OCC(=O)NC3CCN(Cc4ccccc4)CC3)c(Cl)cc12	i	0	i	i	i	i	-6	i	-8	i	i
O=C(C[n+]1ccccc1)N/N=C/c1ccccc1F	i	-1	i	i	i	i	0	i	-8	i	i
Cc1ccc(CC2CC(=O)N(Cc3ccco3)C2=O)cc1 (stereo not given)	i	4	i	i	i	i	0	i	-10	i	i
CCOC(=O)CCc1c(C)c2ccc(OCC(=O)N(CC)CC)c(C)c2oc1=O	i	-3	i	i	i	i	-43	i	-7	i	i

Compounds were not picked by outcome; about 6.3% have a hit in one of these screens.
